# Xi reactivation: activators of inactive X chromosome reactivation, primary screen, imaging, XiGFP fibroblasts, GFP high-content imaging, set 2 | XiGFP mouse fibroblasts, % GFP-positive cells imaging, 3 d; cells co-treated with 5-aza-dC sensitizer; scaled so ellipticine positive control = 100% | activation, % at 7.58 µM | hit rate 0.055% among 360,000;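 active = mean normalized replicate activation at least 10% and every replicate at or above 10%; inconclusive = only one of the two criteria met; inactive = mean below 10% and not all replicates reach 10%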;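 note: 0% = median of on-plate neutral control wells and 100% = ellipticine 6 µM median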
#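 System: 68-5-11 XiGFP fibroblast line; Timing: 3 days compound exposure; Compound dosing: one concentration, pinned; Benchmarks: positive control ellipticine, 6 µM final; Buffer or medium: DMEM containing 5-aza-dC.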
# RAD52 inh: RAD52 DNA annealing inhibitors, primary screen, biochemical, FRET, single point, set 2; hit rate 0.46% among 360,000; inhibition, % at 18.7 µM; AID 651710, 2012; recombinant RAD52 DNA annealing, FRET fluorescence;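 active = every replicate showing at least 50% inhibition; inconclusive = mean inhibition at least 50% but not in every replicate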
# ERAP1 inh: human ERAP1 aminopeptidase inhibitors, primary screen, biochemical, single point, plate reader; Endoplasmic reticulum aminopeptidase 1 (Homo sapiens), Q9NZ08; recombinant ERAP1, Leu-AMC fluorescence, 60 min; inhibition, % at 10.7 µM; hit rate 0.15% among 340,000;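 active = mean replicate inhibition of at least 30%, or all replicates individually reaching that 30% level; inactive = mean below 30% and not every replicate reaching it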;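 note: 0% = neutral control wells and 100% = L-leucinethiol positive control wells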
# GSIS activator: GLuc luminescence reporter in INS-1E cells, primary screen for activators of glucose-dependent secretion of insulin; INS-1E GLuc reporter insulin secretion, 2-3 h; activation, % at 16.6 µM; hit rate 0.61% among 370,000; AID 743287, 2014;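 active = lowest replicate activation of at least 40%, so every replicate reaches that level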;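 note: 0% = median of neutral control wells and 100% = median of IBMX positive control wells; some compounds called inactive have numbers as strong as hits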
# F508del corr: F508del CFTR correction, initial screen, CFBE line, single point; CFBE cells, YFP halide quenching; stimulated with forskolin plus potentiator P3; % fluorescence drop versus neutral controls; hit rate 0.36% among 350,000; activity (quench increase), % at 7.58 µM;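 active = mean added fluorescence quench of at least 8% versus neutral control, with both replicates also reaching 8%; inconclusive = only one of the mean or replicate conditions met; inactive = mean below 8% and not both replicates reaching 8%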;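 note: cells transiently co-express mutant CFTR-F508del with the halide-sensitive YFP; corrector assay measuring rescue of mutant channel to the surface after 24 h compound exposure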
# esBAF inh: Bmi1 luciferase reporter increase in mESCs, primary screen, esBAF inhibitor project, mouse ES cells, Bmi1 luciferase knock-in, single point; reporter increase, % at 12.5 µM; hit rate 2% among 350,000; 24 h; 100% = twice the neutral-well signal; in the data active = activation above about 40%; inconclusive = no clear call, values can overlap the other calls;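 note: 0% = median of the plate's neutral control wells and 100% = double that signal; a rise in the Bmi1 reporter signal indicates esBAF inhibition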
# RAD54 inh: inhibitors of human RAD54 branch migration, primary screen, biochemical, fluorescence, single point; hit rate 0.14% among 360,000; DNA repair and recombination protein RAD54-like (Homo sapiens), Q92698; RAD54 Holliday junction branch migration, FAM/BHQ fluorescence; inhibition, % at 10.4 µM;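 active = mean normalized replicate activity at least 40 and at least half of replicates scoring 40 or more; inconclusive = only one of the two criteria met; inactive = mean below 40 and under half of replicates reaching 40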;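 note: 0% = median of neutral control wells and 100% = median of positive control wells; inhibitors cause a drop in the FAM fluorescence signal; in these data hits start at about 50%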
# Target sequence (Q92698 whole entry, looked up): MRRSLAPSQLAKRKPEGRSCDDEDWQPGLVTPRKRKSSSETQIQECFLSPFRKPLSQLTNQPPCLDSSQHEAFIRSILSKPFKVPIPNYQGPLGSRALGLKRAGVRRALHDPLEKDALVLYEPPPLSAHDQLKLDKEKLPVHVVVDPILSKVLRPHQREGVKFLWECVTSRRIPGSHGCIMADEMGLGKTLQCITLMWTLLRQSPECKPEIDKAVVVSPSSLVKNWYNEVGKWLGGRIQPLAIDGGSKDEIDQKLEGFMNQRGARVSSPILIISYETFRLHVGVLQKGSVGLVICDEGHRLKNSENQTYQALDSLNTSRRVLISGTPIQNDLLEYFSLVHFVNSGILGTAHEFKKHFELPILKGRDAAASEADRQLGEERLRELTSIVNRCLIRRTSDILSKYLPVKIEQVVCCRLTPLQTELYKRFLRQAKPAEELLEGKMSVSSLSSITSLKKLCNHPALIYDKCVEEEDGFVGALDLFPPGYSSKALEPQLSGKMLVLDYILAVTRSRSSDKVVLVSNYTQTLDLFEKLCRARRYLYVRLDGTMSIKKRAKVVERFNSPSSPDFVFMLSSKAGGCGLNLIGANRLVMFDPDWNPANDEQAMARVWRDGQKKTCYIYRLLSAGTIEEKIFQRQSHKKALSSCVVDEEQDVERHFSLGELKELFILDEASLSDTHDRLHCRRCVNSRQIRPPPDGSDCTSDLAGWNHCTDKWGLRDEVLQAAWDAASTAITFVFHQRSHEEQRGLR
# ARNT TACC3 PPI: disruptors of ARNT/TACC3 protein interaction, primary screen, biochemical, AlphaScreen, single concentration; inhibition, % at 9.99 µM; hit rate 0.66% among 390,000; Transforming acidic coiled-coil-containing protein 3 (Homo sapiens), Q9Y6A5; AlphaScreen His-ARNT PAS-B/GST-TACC3 binding, luminescence; TACC3 fragment carries E629A point mutation;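 active = mean inhibition of replicates at least 50% and at least half of replicates each reaching 50%; inconclusive = half or more replicates reach 50% but mean below 50%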;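 note: 0% = complete ARNT plus TACC3 wells and 100% = ARNT alone without TACC3; many hits fall short of the cut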
# * hit, by the source's call; ? = inconclusive; nt = no result given.
SMILES,Xi reactivation,RAD52 inh,ERAP1 inh,GSIS activator,F508del corr,esBAF inh,RAD54 inh,ARNT TACC3 PPI
C[C@@H]1CN([C@H](C)CO)C(=O)c2cccc(NS(=O)(=O)c3cccs3)c2O[C@H]1CN(C)Cc1ccncc1,0.3,-22,-6,15,-0.3,0,3,-10
CCOC(=O)CSCC(=O)Nc1cc(C)ccc1C,nt,-12,6,5,1.2,6,nt,-1
O=C(N/N=C/c1c[nH]c2ccccc12)c1cccc(Cl)c1,0.2,-17,-1,-14,1.7,?,0,9
O=S(=O)(c1ccc(F)c(F)c1F)N1CCN(C(=S)NCc2ccccc2)CC1,0.3,-13,3,-5,1.5,-3,nt,-3
C[C@H](CO)N1C[C@H](C)[C@@H](CN(C)C(=O)c2ccncc2)OCCCC[C@H](C)Oc2ccc(NC(=O)c3ccccc3)cc2C1=O,0.3,5,1,4,-1.0,5,4,-8
CCCNC(=O)C[C@H]1CC[C@@H]2[C@H](COc3ccc(NC(=O)c4cccc(Cl)c4)cc3C(=O)N2C)O1,0.3,3,4,-5,0.1,3,-9,-2
CCCCc1n[nH]c(=S)n1Cc1ccc(Cl)cc1,0.1,-6,-8,3,0.7,nt,nt,nt
COc1ccccc1-n1c(=O)c(C#N)c(-c2ccc([N+](=O)[O-])cc2)c2cc(C(=O)c3cc(F)ccc3O)cnc21,0.1,-12,0,0,1.5,nt,nt,1
COc1ccc(CNC(=O)C2=CC(c3ccc(C)cc3)=NS(=O)(=O)N2C)cc1,0.3,11,-6,nt,3.2,-6,-2,3
COC(=O)c1ccc(/C=C2\Oc3ccccc3NC2=O)cc1,0.1,-18,1,0,1.4,?,-4,-6
COc1ccc(NC(=O)CSc2nnc(-c3ccccc3)n2Cc2ccco2)cc1OC,nt,nt,nt,-4,nt,-1,0,-16
CCCCn1c(N)c(N(Cc2ccccc2OC)C(=O)CC2OC(=O)c3ccccc32)c(=O)[nH]c1=O (stereo not given),0.1,-6,-3,4,-0.5,7,1,-1
COc1cccc(C(NC(C)=O)c2nc(-c3ccccc3OC)cs2)c1 (stereo not given),-0.1,7,-1,2,1.3,-5,1,nt
C[C@H](CO)N1C[C@H](C)[C@@H](CN(C)C)Oc2ccc(NC(=O)Nc3ccc(C(F)(F)F)cc3)cc2C1=O,-1.2,14,1,-6,0.8,1,-2,-5
O=[N+]([O-])c1ccc(-c2cn(-c3ccc(Cl)cc3)cn2)cc1,0.1,-44,2,-6,-1.3,nt,nt,nt
COc1ccc(C(C#N)c2ccc(=O)[nH]n2)cc1 (stereo not given),0.2,-16,-1,9,-0.1,nt,nt,5
CCCCOC(=O)c1c(C)oc2ccc(NS(=O)(=O)c3ccc4c5c(cccc35)C(=O)N4)cc12,nt,nt,nt,-27,nt,1,-1,7
C[C@@H]1CN([C@@H](C)CO)C(=O)c2cc(C#Cc3ccccc3)cnc2O[C@@H]1CN(C)C(=O)c1ccccn1,-1.4,2,3,4,1.2,-1,-3,-1
O=C(CN1CCN(S(=O)(=O)N2CCCCCC2)CC1)Nc1ccc(F)cc1,0.2,-11,1,3,-2.1,2,-19,-8
Cc1sc2ncnc(Sc3nnnn3-c3ccccc3)c2c1C,nt,nt,nt,4,nt,-5,-7,0
Cc1[nH]c2c(C)cccc2c(=O)c1CN1CCCCCC1,0.2,30,0,nt,0.0,-4,nt,2
CNC(=O)C1CN(C(=O)c2nn(Cc3ccccc3)c(=O)c3ccccc23)c2ccccc2O1 (stereo not given),-0.1,-105,3,-12,-0.2,-9,-5,nt
CC(C)Oc1ccc(C(=O)OCC(=O)c2ccc[nH]2)cc1,0.3,3,1,-30,4.4,65*,0,4
C[C@H]1CN([C@@H](C)CO)C(=O)Cc2cc(NC(=O)Nc3ccc4c(c3)OCO4)ccc2O[C@@H]1CN(C)Cc1ccc2c(c1)OCO2,0.1,-9,0,-8,-0.9,-4,-7,-2
Cc1ccc(NC(=O)COC(=O)c2ccc3c(=O)n4c(nc3c2)CCC4)c(Br)c1,0.2,-9,0,nt,0.7,1,3,-2
CC(C)NC(=O)Nc1ccc2c(c1)C(=O)N(C)[C@H]1CC[C@@H](CC(=O)NCC(F)(F)F)O[C@H]1CO2,3.3,nt,nt,5,-0.1,-4,-13,-8
Cc1cc(C(=O)Nc2cccc3c2O[C@H](CN(C)CC2CCCCC2)[C@H](C)CN([C@H](C)CO)C3=O)n(C)n1,0.1,-18,2,7,3.3,-8,-6,8
CCS(=O)(=O)N1CC(=O)N2[C@H](CO)[C@H](c3ccc(-c4ccccc4)cc3)[C@@H]2C1,0.3,-10,1,1,2.3,nt,nt,nt
C=CCn1c(SCC(=O)Nc2ccc(N3CCOCC3)cc2)nnc1-c1ccco1,0.0,3,3,6,-0.8,-1,-1,-2
O=C(c1ccccn1)N1CC(=O)N2[C@H](CO)[C@H](c3ccc(C#Cc4ccccc4)cc3)[C@H]2C1,0.4,-5,nt,-12,4.2,nt,nt,nt
CC(C)(C)c1ccc(C(=O)N2CCC(NC(=O)c3ccccc3)CC2)cc1,0.0,-18,0,10,1.1,-6,-5,-8
Cc1ccc(S(=O)(=O)Nc2ccc3c(c2)C(=O)N([C@H](C)CO)C[C@@H](C)[C@@H](CN(C)C(=O)Nc2ccc4c(c2)OCO4)O3)cc1,-0.1,nt,nt,6,2.9,4,nt,nt
CN(C)c1ccc2c(c1)[C@H]1C[C@H](CC(=O)NCc3ccc(-c4ccccc4)cc3)O[C@H](CO)[C@H]1O2,0.0,38,-1,-15,0.3,nt,nt,nt
O=C(CNC(c1ccccc1)c1ccccc1)Nc1ccccc1-c1ccccc1,0.1,-8,-6,6,nt,nt,nt,-5
CS(=O)(=O)N1[C@H](C#N)[C@@H](c2ccc(C#CC3CC3)cc2)[C@H]1CO,-0.1,2,1,-5,-0.2,-4,-10,-5
Cc1ccc(S(=O)(=O)N[C@@H]2CC[C@H](CCn3cc(-c4cccc(F)c4)nn3)O[C@@H]2CO)cc1,0.9,4,-2,-14,-2.6,6,-5,2
O=C1c2ccccc2NC2(CCCC2)N1NS(=O)(=O)c1ccccc1,0.0,-9,9,-1,-1.0,nt,nt,nt
CCOC(=O)N1CCN(C(=O)CCCCCn2c(=S)[nH]c3ccsc3c2=O)CC1,0.4,-5,1,-13,-2.5,nt,nt,4
OCCc1ccc(NCCc2ccco2)cc1,0.6,-16,-3,2,0.2,17,9,nt
O=C(CSc1nnc(COc2ccccc2Cl)o1)NC(=O)NCc1ccco1,0.0,-26,nt,-4,-0.9,nt,nt,-36
O=C1NC[C@H](CCCCN2C[C@H](Cc3ccc(O)cc3)N(Cc3ccccc3)C(=O)C2=O)N(CCc2ccc(O)cc2)C1=O,0.3,-3,1,-12,-0.6,nt,nt,nt
CCOC(=O)c1ccc(N2C(=O)CC(N3CCOCC3)C2=O)cc1 (stereo not given),nt,nt,nt,5,nt,-6,-3,-5
COc1ccccc1NS(=O)(=O)c1ccc(C)c(C(=O)NNC(=O)c2csc(N3CCOCC3)n2)c1,-0.1,0,-2,18,1.1,3,1,18
COc1cccc(C(=O)Nc2cccc3c2ccc2cccn23)c1,0.1,-40,2,3,1.1,nt,nt,-4
CN(C)C(=O)c1ccc(-c2ccccc2[C@@H]2[C@H](C#N)N(C(=O)C3CCCCC3)[C@H]2CO)cc1,0.1,1,-1,1,3.0,nt,nt,nt
O=C(CN1C(=O)CCC1=O)Nc1nc2c(F)cc(F)cc2s1,-0.1,-9,3,7,3.1,-2,-11,-3
CCCNC(=O)N(C)C[C@H]1Oc2ncc(C#CC(C)C)cc2C(=O)N([C@@H](C)CO)C[C@H]1C,-0.2,nt,nt,6,1.5,-6,-6,-7
c1ccc2c3c(cc(N4CCOCC4)c2c1)OC1(N2CCOCC2)CCCCC1O3 (stereo not given),nt,-1,1,9,1.1,0,-11,1
O=C(CCc1cccc(Cl)c1)NC1CCCN(Cc2ccccc2F)C1 (stereo not given),0.2,-38,-5,-5,-0.3,-1,-5,-4
Cc1ccc(C2NCCS2)cc1 (stereo not given),0.0,-12,3,19,1.7,-4,4,1
COCCNC(=O)C(C(=O)c1ccc(F)cc1)n1cc(C)ccc1=O (stereo not given),0.2,-5,nt,19,1.2,nt,nt,-20
Cc1noc(C)c1S(=O)(=O)Nc1ccc2c(c1)CC(=O)N([C@H](C)CO)C[C@H](C)[C@H](CN(C)Cc1ccc3c(c1)OCO3)O2,0.1,4,0,-5,-2.5,1,4,8
CCN(CC)C(=O)[C@H]1C[C@@H]2[C@H](C[C@@H](c3ccccc3)[C@H]1C)N(c1ccc(F)cc1)C(=O)N2CCCOc1ccccc1,-0.2,-16,-3,-35,2.4,nt,nt,nt
O=C(Nc1ccccc1F)N1C[C@@H]2[C@H](c3ccccc31)[C@H](CO)N2C(=O)C1CCCC1,0.4,9,3,-12,0.4,22,-8,-10
Cc1c(C(=O)NC2CCOC2)oc2c(F)cccc12 (stereo not given),0.0,-9,1,16,-0.3,70*,14,-6
COc1ccc2oc(=O)c(N3C(=O)c4ccccc4C3=O)cc2c1,0.7,-16,nt,-2,1.7,nt,-7,-5
CN1C(=O)c2cc(NC(=O)c3cnccn3)ccc2OC[C@@H]2O[C@@H](CC(=O)NCC3CCCCC3)CC[C@H]21,0.0,15,3,7,nt,2,6,-10
Cc1cc(/C=N/NC(=O)Cn2c3ccccc3c(=O)c3ccccc32)c(C)n1-c1ccccc1,-0.1,-19,-1,7,-2.1,nt,nt,-1
CO[C@@H]1CN(C)C(=O)c2cc(NC(=O)Nc3cccc(F)c3)ccc2OC[C@H](C)N(C(=O)C2CC2)C[C@@H]1C,-0.3,nt,nt,-9,-3.4,-3,-11,2
CCSC1=NCCN1C(=O)c1ccc(S(=O)(=O)N(CC)CC)cc1,0.2,-9,-2,22,nt,nt,nt,-4

# (cont.)
SMILES,Xi reactivation,RAD52 inh,ERAP1 inh,GSIS activator,F508del corr,esBAF inh,RAD54 inh,ARNT TACC3 PPI
CCCC(=O)Oc1ccc(C2NC(=O)c3ccccc3O2)cc1OC (stereo not given),0.2,-6,1,5,3.1,-4,1,3
CO[C@H]1CN(C)C(=O)c2cc(NS(=O)(=O)c3ccccc3)ccc2OC[C@H](C)NC[C@H]1C,0.1,3,-3,10,1.0,0,8,-8
CCn1c(SCc2cccc(F)c2)nc2c(c1=O)SCC2,0.0,-16,-1,5,-2.3,-3,3,0
CCOc1ccc(-n2c(SCC(=O)Nc3ccc(C(=O)O)cc3)nc3ccccc3c2=O)cc1,0.0,-6,1,-7,-0.5,-4,-3,-8
C[C@@H]1CN([C@H](C)CO)C(=O)c2cc(NC(=O)Nc3ccccc3)ccc2O[C@H]1CN(C)Cc1ccccc1,0.0,15,-1,1,-0.4,-9,14,-3
